# ANO1 activ: mouse TMEM16A channel activation, primary screen; 340,000 compounds, 0.3% hits; B-score at 10 µM; Q8BHY3; HEK293 TMEM16A/YFP-H148Q/I152L, iodide quench fluorescence; hits give low values;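 active = fluorescence-ratio B-score plate-corrected deviation score at least 3 library SD below zero, with starting fluorescence score within 5 deviations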;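 note: channel opened by trigger with iodide after compound preincubation; score built on the fluorescence ratio of max minus min over baseline; more negative score means more quench and so TMEM16A activation or potentiation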
# Target sequence (Q8BHY3 whole entry, looked up): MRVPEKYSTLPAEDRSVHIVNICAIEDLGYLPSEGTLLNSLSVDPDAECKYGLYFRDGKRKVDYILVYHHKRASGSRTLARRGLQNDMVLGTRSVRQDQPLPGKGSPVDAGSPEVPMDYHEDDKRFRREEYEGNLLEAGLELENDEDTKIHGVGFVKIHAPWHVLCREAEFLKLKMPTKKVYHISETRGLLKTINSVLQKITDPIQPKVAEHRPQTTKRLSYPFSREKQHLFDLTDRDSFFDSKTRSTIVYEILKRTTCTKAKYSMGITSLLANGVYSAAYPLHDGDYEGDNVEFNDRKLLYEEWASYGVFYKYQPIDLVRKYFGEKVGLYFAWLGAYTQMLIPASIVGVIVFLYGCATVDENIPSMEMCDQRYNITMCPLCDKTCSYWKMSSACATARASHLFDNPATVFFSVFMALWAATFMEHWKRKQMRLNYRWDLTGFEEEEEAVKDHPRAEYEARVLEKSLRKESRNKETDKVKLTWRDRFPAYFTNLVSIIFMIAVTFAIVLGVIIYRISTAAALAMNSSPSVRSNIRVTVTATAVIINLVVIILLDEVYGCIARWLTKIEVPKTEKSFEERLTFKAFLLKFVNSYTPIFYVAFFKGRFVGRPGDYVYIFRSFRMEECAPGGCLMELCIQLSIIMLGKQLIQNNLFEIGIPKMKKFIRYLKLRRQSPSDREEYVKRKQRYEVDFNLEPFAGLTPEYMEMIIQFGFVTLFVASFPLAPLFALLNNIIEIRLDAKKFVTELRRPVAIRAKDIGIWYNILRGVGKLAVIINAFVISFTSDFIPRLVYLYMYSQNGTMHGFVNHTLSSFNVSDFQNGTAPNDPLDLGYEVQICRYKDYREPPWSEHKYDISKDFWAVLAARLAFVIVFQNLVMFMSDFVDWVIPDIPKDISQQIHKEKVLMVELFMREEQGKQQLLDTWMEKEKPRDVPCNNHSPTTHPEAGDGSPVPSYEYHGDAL
# KCNK3 inh: human KCNK3 channel inhibition, primary screen. CHO-KCNK3 thallium flux, FluxOR fluorescence; hits give low values. B-score at 10 µM. O14649. AID 602410. 340,000 compounds, 0.84% hits;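 active = B-score under library mean minus 4 SD, starting fluorescence ratio at most library mean plus 5 SD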;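 note: more negative B-score means stronger inhibition of thallium flux through KCNK3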
# The depositor's hits bear a star; i = inactive. Some of the compounds tested; rates above refer to the full screens.
# Results follow in this order: ANO1 activ, KCNK3 inh
> CSCCC(NC(=O)c1ccccc1)C(=O)OCC(=O)NCc1ccco1 (configuration not stated)
 : i, i
> COc1cccc(CN(C)C(=O)CN2C(=O)NC(c3ccccc3)(c3ccccc3)C2=O)c1
 : -48*, i
> CC(=O)c1c(O)cc(O)cc1O
 : i, i
> COc1ccccc1NCCC(=O)OCC(=O)Nc1ccccc1F
 : i, i
> CC(NCC(=O)Nc1ccccc1C(=O)NC1CC1)c1ccc(S(C)(=O)=O)cc1 (configuration not stated)
 : i, i
> COc1ccc(SCCN2CC[C@@H](C)CCC2=O)cc1
 : i, i
> COc1ccc(NC(=O)Nc2ccc3c(c2)C(=O)N([C@@H](C)CO)C[C@@H](C)[C@@H](CN(C)S(=O)(=O)c2cccs2)O3)cc1
 : i, i
> COC(=O)c1c(-c2ccccc2OC)sc2ccccc12
 : i, i
> CCOc1ccccc1C=NN=Cc1ccccc1O
 : i, i
> Cc1cc(C(=O)CN2c3cccc4cccc(c34)S2(=O)=O)c(C)n1C
 : i, i
> COC(=O)c1c(C)[nH]c(C(=O)CN2C(=O)NC3(CCOc4ccccc43)C2=O)c1C (configuration not stated)
 : i, i
> CC(C)CN(C(=O)COC(=O)c1cc(=O)[nH]c2ccccc12)c1c(N)n(Cc2ccccc2)c(=O)[nH]c1=O
 : i, i
> Cc1cccc(N2CCN(C(=O)COc3ccc4c(c3)CCC4)CC2C)c1 (configuration not stated)
 : i, i
> O=C(CN1CCN(c2ccccc2O)CC1)Nc1cc(S(=O)(=O)N2CCCC2)ccc1Cl
 : i, i
> Cc1ccc(C2NC(=O)c3ccccc3N2)c(C)c1 (configuration not stated)
 : i, i
> CCSc1cc(N2CCCC2)nc(-c2ccc(Cl)cc2)n1
 : i, i
> Cc1cc(C)c(NC(=O)COC(=O)COc2ccc3c(C)cc(=O)oc3c2)c(Cl)c1
 : i, i
> CCC(=O)N(c1nnc(SCC(=O)NN2C(=O)NC3(CCC(C)CC3)C2=O)s1)C1CC1 (configuration not stated)
 : i, i
> C[C@H](CO)N1C[C@H](C)[C@@H](CN(C)S(=O)(=O)c2ccc(F)cc2)Oc2ccc(NC(=O)Nc3ccc(C(F)(F)F)cc3)cc2C1=O
 : i, i
> CCCC1(c2ccccc2)NC(=O)N(CC(=O)Nc2ccc3c(c2)OCCO3)C1=O (configuration not stated)
 : i, i
> CC(OC(=O)CC1CC2CCC1C2)C(=O)Nc1ccc(C(N)=O)cc1 (configuration not stated)
 : i, i
> Cc1occc1-c1nnc(SC(C)C(=O)Nc2ccccc2F)o1 (configuration not stated)
 : i, i
> CNC(=S)Nc1ccc(N2CCCC2)c(S(=O)(=O)Nc2ccc(OC)cc2)c1
 : i, i
> O=C1CCCN1CCCNS(=O)(=O)c1cccs1
 : i, i
> Cc1cc(C)c(C)c(S(=O)(=O)NC(C(=O)NCCc2ccco2)C(C)C)c1C (configuration not stated)
 : i, i
> Cc1ccc(NC(=O)CN2C(=O)NC(Cc3c[nH]c4ccccc34)C2=O)cc1 (configuration not stated)
 : i, i
> Cc1ccc2c(COC(=O)CNS(=O)(=O)c3ccccc3)cc(=O)oc2c1
 : i, i
> Cc1ccc(NC(=O)CN(C)C(=O)c2cccc(S(=O)(=O)NCc3cccs3)c2)cc1
 : i, i
> Cc1cccc(NC(=O)NNC(=O)c2ccccn2)c1
 : i, i
> Oc1ccccc1C=NN=CC=Cc1ccccc1
 : i, i

# (listing goes on)
# Results follow in this order: ANO1 activ, KCNK3 inh
> Nc1ccn(CC(=O)NCc2ccc3c(c2)OCO3)c(=O)n1
 : i, i
> COc1ccccc1C(=O)NC(=O)CSc1nc2nc(C)cc(C)n2n1
 : i, i
> COc1cccc(NC(=O)CN(C)C(=O)c2ccc(S(=O)(=O)Nc3ccccc3F)cc2)c1
 : i, i
> CNS(=O)(=O)c1ccc(C(=O)NCC(=O)NCCc2ccc3c(c2)OCCO3)cc1
 : i, i
> O=S(=O)(c1ccc(N2CCN(Cc3ccccc3)CC2)nc1)N1CCCC1
 : i, i
> O=C(COC(=O)c1ccc2c(c1)OCCO2)Nc1ccc(F)cc1F
 : i, i
> O=C(Cn1cnc2c(OCc3ccccc3)ncnc21)NCc1ccccc1
 : i, i
> COc1ccc(Cc2ccccc2C(=O)O)cc1
 : i, i
> CC(Sc1ccccn1)C(=O)Nc1ccc2c(c1)OCCO2 (configuration not stated)
 : i, i
> c1ccc(CCNCc2ccco2)nc1
 : i, i
> O=C(COC(=O)c1cncc(Br)c1)Nc1ccc(F)c(F)c1F
 : i, i
> O=S(=O)(NCCN1CCOCC1)c1ccc2ccccc2c1
 : i, i
> O=C(Nc1ccc(Cl)c(S(=O)(=O)N2CCOCC2)c1)c1ccc2c(c1)OCO2
 : i, i
> O=C1NNC(c2ccccc2)=N/C1=C\c1ccccc1Cl
 : i, i
> Cc1ccc(C(=O)NCC(c2ccco2)N2CCCCC2)s1 (configuration not stated)
 : i, i
> O=c1[nH]cnc(CN2CCCCC2)c1O
 : i, i
> Cc1ccc(OCC(=O)OCC(=O)Nc2ccc3c(c2)OCO3)cc1C
 : i, i
> COc1cc(C(=O)N2CCN(S(=O)(=O)c3cc(C)ccc3C)CC2)ccc1OCC(=O)N1CCOCC1
 : i, i
> CCN(CC(=O)NCc1cccs1)C(=O)c1cccc(S(=O)(=O)Nc2cccc(C)c2)c1
 : i, i
> O=C(Sc1n[nH]c(=O)[nH]c1=O)c1ccccc1
 : i, i
> CCOc1ccc(NC(=O)CN(C)C(=O)CN2C(=O)c3ccc([N+](=O)[O-])cc3C2=O)cc1OCC
 : i, i
> CCN1CCN(c2nc(C)nc3c2sc(=S)n3C)CC1
 : i, i
> CCn1c(N)cc(=O)[nH]c1=S
 : i, i
> O=S(=O)(c1ccc(SCCOc2ccccc2Cl)nc1)N1CCCC1
 : i, i
> Cc1c(Cl)cccc1NC(=O)CNC(=O)Cc1c[nH]c2ccccc12
 : i, i
> COC(=O)[C@]1(C)N[C@H](CN(C)S(=O)(=O)c2ccccc2)[C@@H]2C(=O)N(Cc3ccccc3)C(=O)[C@@H]21
 : i, i
> O=S(=O)(Nc1nc2ccccc2nc1N1CCN(c2ccccn2)CC1)c1ccc(Cl)cc1
 : i, i
> COc1ccc(OC)c(-c2nn(-c3ccccc3)cc2C(=O)N2CCc3ccccc3C2)c1
 : i, i
> O=C1C2CCc3ccccc3C2N1c1ccccc1 (configuration not stated)
 : i, i
> CCC(=O)c1cc(F)ccc1OCC(=O)Nc1ccc2c(c1)OCCO2
 : i, i

# A draw from above in order of molar mass, descending:
# Results follow in this order: ANO1 activ, KCNK3 inh
> O=S(=O)(c1ccc(SCCOc2ccccc2Cl)nc1)N1CCCC1
 : i, i
> CCC(=O)c1cc(F)ccc1OCC(=O)Nc1ccc2c(c1)OCCO2
 : i, i
> CCN1CCN(c2nc(C)nc3c2sc(=S)n3C)CC1
 : i, i
> Nc1ccn(CC(=O)NCc2ccc3c(c2)OCO3)c(=O)n1
 : i, i

# The results go on.
# Results follow in this order: ANO1 activ, KCNK3 inh
> CCc1ccc(S(=O)(=O)N2c3ccc(C)cc3C3CN(C)CCC32)cc1 (configuration not stated)
 : i, i
> CCCCOc1ccc(C(=O)NCC(=O)NCCCn2nc(C)cc2C)cc1
 : i, i
> COc1ccc([C@H]2Cc3cc(O)cc(O)c3C(=O)O2)cc1O
 : i, i
> CCCn1c(N)c(C(=O)CSc2nnc(C3CC3)n2Cc2ccccc2)c(=O)n(C)c1=O
 : i, i
> C=C(C)C1CC=C(C)C(=NNC(=O)c2ccncc2)C1 (configuration not stated)
 : i, i
> CN(Cc1ccccc1F)C(=O)CN1C(=O)NC2(CCc3ccccc32)C1=O (configuration not stated)
 : i, i
> Cc1csc(NC(=O)c2c(-c3c(F)cccc3Cl)noc2C)n1
 : i, i
> COc1cc2c(cc1OC)CN(C(C)C(=O)Nc1cccc(S(=O)(=O)N3CCOCC3)c1)CC2 (configuration not stated)
 : i, i
> CC1CCN(C(=O)COC(=O)c2n[nH]c(=O)c3ccccc23)CC1
 : i, i
> CC(NC(=O)c1cccc(S(=O)(=O)N2CCN(Cc3ccccc3)CC2)c1)c1ccccc1Cl (configuration not stated)
 : i, i
> Cc1cccc(C(=O)NCC(=O)OCC(=O)c2ccc(Br)s2)c1
 : i, i
> Cn1c2c(sc1=O)CCC2
 : i, i
> O=C(NCC(=O)N1CCN(c2ncccn2)CC1)c1ccc(F)cc1
 : i, i
> COCCCn1cnnc1SC(C)C(=O)Nc1ccc(S(=O)(=O)N2CCOCC2)cc1 (configuration not stated)
 : i, i
> Cc1ccc(C)c(N2CCN(c3ncnc4c3cnn4-c3ccccc3)CC2)c1
 : i, i
> CN(C)CCCNC(=O)c1ccc(Cl)c(S(=O)(=O)N2CCCCCC2)c1
 : i, i
> CCc1cc2c(SCC(=O)Nc3ccc(Cl)cn3)ncnc2s1
 : i, i
> CC(NC(=S)NCCCN1CCOCC1)C1CC2CCC1C2 (configuration not stated)
 : i, i
> CCN(C(=O)COC(=O)CCOc1ccccc1C)c1c(N)n(Cc2ccccc2)c(=O)[nH]c1=O
 : i, i
> Cn1cccc1C(=O)NC(=O)COC(=O)CCNS(=O)(=O)c1ccc(Cl)cc1
 : i, i
> COc1ccc(-c2cccc(-c3cc(=O)oc4cc(OC)cc(OC)c34)c2)cc1
 : i, i
> CC(C)CN(C(=O)CSc1nc2ccccc2[nH]1)C1CCS(=O)(=O)C1 (configuration not stated)
 : i, i
> COc1ccc(Cl)cc1NC(=O)CN(C)C(=O)c1cc(C)oc1C
 : i, i
> CCOC(=O)C1OC1(c1ccccc1)c1ccccc1 (configuration not stated)
 : i, i
> COc1ccc(C(=O)N2CCC(C(N)=O)CC2)cc1S(=O)(=O)N1CCCC1
 : i, i
> O=C(COC(=O)/C=C/c1cccs1)Nc1ccc(Cl)cc1F
 : i, i
> C[C@@]12C(=O)N(Cc3ccco3)CC(=O)N1[C@H]1c3cc(Cl)ccc3OC[C@@H]1[C@@H]2c1ccccc1
 : i, i
> O=c1/c(=C/c2ccc(O)c([N+](=O)[O-])c2)sc2nc3ccccc3n12
 : i, i
> Cc1ccccc1C(=O)N1CCC(C(=O)N2CCCc3ccccc32)CC1
 : i, i
> Cc1ccc(S(=O)(=O)N2CCN(C(=O)c3n[nH]c(=O)c4ccccc34)CC2)c(C)c1
 : i, i

# Retrieved by structure from above:
# Results follow in this order: ANO1 activ, KCNK3 inh
> CCOC(=O)C1OC1(c1ccccc1)c1ccccc1 (configuration not stated)
 : i, i
> CC1CCN(C(=O)COC(=O)c2n[nH]c(=O)c3ccccc23)CC1
 : i, i

# (more compounds)
# Results follow in this order: ANO1 activ, KCNK3 inh
> COc1ccc2c(c1C)CCC(C)(C#N)C2=O (configuration not stated)
 : i, i
> CCOC(=O)c1ccc[n+]([O-])c1
 : i, i
> O=C(NCc1ccco1)C1CCN(C(=O)c2ccc(Cl)cc2)CC1
 : i, i
> Cc1nn(CC(=O)OCC(=O)NCCc2ccc(F)cc2)c(C)c1[N+](=O)[O-]
 : i, i
> O=C(NNC(=O)c1cccc(S(=O)(=O)N2CCCCC2)c1)c1ccccc1
 : i, i
> O=C(COC(=O)C1CC2CCCC(C1)C2=O)c1cccc(Br)c1 (configuration not stated)
 : i, i
> CCOC(=O)Cc1csc(SCC(=O)NC2CCCC2)n1
 : i, i
> C[C@H](CO)N1C[C@H](C)[C@@H](CN(C)C(=O)Nc2ccc(C(F)(F)F)cc2)Oc2ccc(NC(=O)Cn3cnnn3)cc2C1=O
 : i, i
> c1ccc(-c2ccncc2)nc1
 : i, i
> CCN(CC)C(=O)c1[nH]cnc1C(=O)NCc1ccccc1
 : i, i
> CC(C)NC(=O)Nc1cccc2c1O[C@H](CN(C)C(=O)NC(C)C)[C@@H](C)CN([C@H](C)CO)C2=O
 : i, i
> CCOc1ccc(C(C)NC(=O)c2ccc3c(c2)NC(=O)C(C)S3)cc1OCC (configuration not stated)
 : i, i
> O=C(NCc1cccnc1)c1ccc(NS(=O)(=O)c2cccc([N+](=O)[O-])c2)cc1
 : i, i
> CN(CC(=O)Nc1ccc(F)cc1)C(=O)CN1C(=O)NC2(CCCCC2)C1=O
 : i, i
> O=C(C=Cc1ccccc1)CC(c1ccccc1)N1CCOCC1 (configuration not stated)
 : i, i
> O=C1NC(=O)C2(CCCCCCC2)N1
 : i, i
> O=[N+]([O-])c1ccc(-c2c(-c3ccccc3)ncc3ccc(F)cc23)cc1
 : i, i
> C[C@@H]1COC(=O)[C@H](CC(=O)OC(C)(C)C)C/C=C\C[C@@H](CC(=O)N(CCO)Cc2ccccc2)C(=O)N1
 : i, i
> O=S(=O)(Nc1ccc(-n2cnnn2)cc1)c1ccc(Cl)s1
 : i, i
> O=C(O)c1ccccc1NC(c1ccccc1)c1ccc2cccnc2c1O (configuration not stated)
 : i, i
> COc1cc(/C=N/Nc2cccc(C)c2)cc(Br)c1O
 : i, i
> Cc1cccc(N=NC(=S)NNc2cccc(C)c2)c1
 : i, i
> Cc1ccc(S(=O)(=O)CCC(=O)OCC(=O)NNC(=O)c2ccc([N+](=O)[O-])cc2)cc1
 : i, i
> CCN(CC(=O)NCc1cccs1)C(=O)COc1ccc(C(C)=O)cc1
 : i, i
> CCN(CC(=O)Nc1c(F)cccc1F)C(=O)C1CC1
 : i, i
> CCN1C(=O)C(=O)N(CC(=O)c2cc(C)n(C3CC3)c2C)C1=O
 : i, i
> CCN(CC)C(=O)c1nc[nH]c1C(=O)N(C)Cc1ccccc1
 : i, i
> CC(=NNC(=O)c1ccncc1)c1cc(Cl)ccc1Cl
 : i, i
> COCCN(C(=O)c1ccc2c(c1)C(=O)N(c1ccccc1Cl)C2=O)c1c(N)n(CC(C)C)c(=O)[nH]c1=O
 : i, i
> Cc1nn(C)c(C)c1NS(=O)(=O)c1ccccc1Cl
 : i, i
> COc1ccc(S(=O)(=O)N2CCOCC2)cc1NC(=O)CN1CCCc2ccccc21
 : i, i
